Cycloheximide cs – counter-screen for Shiga toxin inhibitors: cycloheximide protein synthesis inhibition; cell reporter, cycloheximide protein synthesis inhibition counterscreen; max response, %; hit rate 12% among 300,000; AID 2314; in the data active = max response mostly above about 13%, no sharp cut-off; inactive = mostly below about 14%; note: read at 38.3 µM for the half of the compounds with a filed dose; 0% is about no effect
Shiga inhibitor – blocks Shiga toxin action in Vero cells. Vero cells, Shiga toxin protein synthesis inhibition reporter. hit rate 9.2% among 290,000. inhibition, % at 38.7 µM; in the data active = inhibition mostly above about 28%, no sharp cut-off; inactive = mostly below about 43%; note: 0% is about no effect
FBPA Giardia inh – Giardia lamblia aldolase inhibition; purified Giardia FBPA; Potency, µM (highest dose often 59.6 µM), for inactives: at the top dose activity, negative = inhibition, usual class: inhibitors; hit rate 0.71% among 290,000; A8B2U2; note: potency is the fitted concentration of half-maximal effect; % is set by controls: 0 for no effect and ±100 for the full control effect; nearly all actives have a fitted effect of over 55% in size
Target sequence (A8B2U2 whole entry, looked up): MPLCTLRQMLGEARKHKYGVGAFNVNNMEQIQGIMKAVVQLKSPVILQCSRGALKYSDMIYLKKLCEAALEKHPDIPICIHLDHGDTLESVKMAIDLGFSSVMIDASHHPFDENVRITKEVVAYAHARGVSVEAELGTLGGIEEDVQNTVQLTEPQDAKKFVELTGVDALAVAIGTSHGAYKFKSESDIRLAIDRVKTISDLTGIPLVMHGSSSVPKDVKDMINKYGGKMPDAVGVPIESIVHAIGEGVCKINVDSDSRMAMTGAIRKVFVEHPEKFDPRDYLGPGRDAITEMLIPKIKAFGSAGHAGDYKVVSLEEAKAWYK
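40 nM FBPA preincubated 10 min at RT with compound (up to 57.5 uM final), then substrate plus GAPDH/TPI/NAD/arsenate coupling and diaphorase/resazurin added. Fluorescence read after 20 min at RT, 525/598 nm.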
Pf growth 48h – inhibits P. falciparum growth in the first generation, 48 h; P. falciparum luciferase growth in erythrocytes, 48 h; Potency, µM (titrated, usually from 28.7 µM), inactives show at the highest dose activity change, negative = inhibition, usual class: inhibitors; hit rate 5.9% among 310,000; AID 504832; note: potency is the fitted concentration of half-maximal effect; % is set by controls: 0 for no effect and ±100 for the full control effect
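Growth was read as firefly luciferase luminescence after a 48 h, 37 C, 5% CO2 exposure of compounds to reporter-bearing P. falciparum cultures (0.1% parasitemia, 2% hematocrit final) in Albumax-supplemented RPMI 1640.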
Pf growth 96h – P. falciparum growth inhibition at 96 hour, primary screen for plastid delayed-death inhibitors; P. falciparum luciferase reporter growth, 96 h; Potency, µM (titrated, usually from 28.7 µM), for the others: top-dose activity change, negative = inhibition, hits mostly inhibitors; hit rate 6.9% among 320,000; note: potency is the fitted concentration of half-maximal effect; % is set by controls: 0 for no effect and ±100 for the full control effect
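Readout is luminescence from an integrated firefly luciferase in P. falciparum. Red cells, 2% hematocrit and 0.05% parasitemia final, were cultured with compound through two parasite generations (96 hours) at 37 C, 5% CO2.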
HCV inh – inhibitors of hepatitis C virus infection; Huh7.5.1 HCVcc-Cre infection, luciferase reporter, 44 h; Potency, µM (doses to about 41.8 µM), inactives show at the highest dose activity change, negative = inhibition, most hits filed as inhibitors; hit rate 3.4% among 340,000; AID 651820; note: potency is the fitted concentration of half-maximal effect; % is set by controls: 0 for no effect and ±100 for the full control effect
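Reporter virus HCVcc-Cre (~0.5 moi) infects cells exposed to compound; seeding density 1,000 cells/well with 4 h settling beforehand. Luminescence, 15 sec read, taken 44 h post-infection following a 15 min RT substrate incubation.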
The depositor's hits bear a star; u = inconclusive; x = not tested or not shown; & = joins results of further samples; [ ] = dose if it differs, or a comment. Unless noted, calls come from the whole dose curve; as a rule, active = well fitted curve in the direction sought with a large enough effect; inconclusive = small, poorly fitted or top-dose-only effect, or another doubt; inactive = no such curve, though single readings can be large; an effect the other way counts as inactive or inconclusive.

No.	structure	Cycloheximide cs	Shiga inhibitor	FBPA Giardia inh	Pf growth 48h	Pf growth 96h	HCV inh
1	O=C(CN1C(=O)S/C(=C\C=C\c2ccccc2)C1=O)N1CCCCC1	-3	-2	x	-3%	0%	-9%
2	Nc1nnnn1/N=C\c1ccc(Cl)c([N+](=O)[O-])c1	-2	-11	1%	1%	-12%	u
3	O=C(COC(=O)c1cc(-c2ccc(F)cc2)nc2ccccc12)NCC1CCCO1 (stereo not drawn)	4	-6	-1%	4%	11%	-7%
4	O=C(Nc1ccc2c(c1)OCCO2)C1CC(c2ccc(F)cc2)=NO1 (stereo not drawn)	0	25	3%	1%	2%	-8%
5	COc1ccc(-c2nn(-c3ccccc3)cc2/C=C/C(=O)N2CCN(c3ccccn3)CC2)cc1	-3	-1	-9%	u	10µM*	u
6	N#C/C(=C\c1cc2ccccc2nc1N1CCCCC1)C(N)=O	2	0	-6%	-14%	5%	u
7	Cc1cc(=O)[nH]c(SCC(=O)Nc2nc3ccccc3s2)n1	9	22	-23%	79%[activator]	21%	24%
8	COc1cc2c(cc1NC(=O)CN1CCN(S(=O)(=O)c3ccccc3F)CC1)oc1ccccc12	0	11	1%	x	u	10%
9	Cc1ccc2oc(=O)c3cc(C(=O)Nc4cc(-c5cccc(F)c5)no4)sc3c2c1	-2	-4	4%	12%	u	4%[8.37 µM]
10	CC1CCCCC1NC(=O)CSc1nc2ccccc2[nH]1 (stereo not drawn)	-2	28	1%	-10%	-15%	-8%
11	C[C@@H]1C[C@H]2[C@@H]3CCC4=CC(=O)C=C[C@]4(C)[C@@]3(F)[C@@H](O)C[C@]2(C)[C@@]1(O)C(=O)COP(=O)(O)O	5&-11	31&6	13%&6%	34%[activator]	39%[activator]	2%[8.37 µM]
12	Cc1sc2nc(CSCC(=O)Nc3ccc(OC(F)F)cc3)[nH]c(=O)c2c1C	-3	-3	-11%	-5%	30%[5.75 µM]	-3%
13	O=C(Nc1cccc(S(=O)(=O)C(F)F)c1)c1ccc(S(=O)(=O)N2CCOCC2)cc1	-3	2	6%	-21%	x	-13%&-28%
14	COCCCNC(=O)c1ccc2c(c1)nc(C)n2-c1cccc(C)c1	-4	-6	1%	u	22%	-18%
15	CCN(CC(=O)N1CCOCC1)S(=O)(=O)c1ccccc1	-2	13	17%	13%	18%	3%
16	O=C(NCCc1ccc(Cl)cc1)C1CCN(S(=O)(=O)c2ccc(-n3cnnn3)cc2)CC1	2	-8	-5%	u	u	-11%
17	CC1CCCC(NC(=O)COC(=O)c2cccc(NS(=O)(=O)/C=C/c3ccccc3)c2)C1C (stereo not drawn)	1	-14	5%	12%	28%	14%
18	Cc1cc(C)c(N=C2CCCN2Cc2ccccc2)c(C#N)c1	1	-2	-1%	u	12%	u
19	C/C(=N\NC(=O)CN1CCN(Cc2ccccc2)CC1)c1ccncc1	-4	-10	2%	11%	17%	-8%
20	Cc1c(Cl)ccc2sc(NC(=O)C3CC3)nc12	18*	28*	9%	25%	34%[activator]	u
21	CN(Cc1nccn1C)C(=O)c1cc(COc2ccc3ncccc3c2)on1	-2	6	-1%	-10%	11%	u
22	O=C(COC(=O)C1CC2CCCC(C1)C2=O)NC(=O)c1ccccc1 (stereo not drawn)	x	x	x	33%[activator]	11%	1%
23	O=C(Nc1nnc(SCc2cccnc2)s1)C1CC(=O)N(c2ccc(F)cc2)C1 (stereo not drawn)	13	-3	x	-22%	u	x
24	O=C(CCC1CCCN(C(=O)Cc2ccc(F)cc2)C1)N1CCN(c2ccccn2)CC1 (stereo not drawn)	-1	-2	2%	u	-10%	u
25	COc1cccc(N2CCN(C(=O)c3cccc(NC4=NC5CS(=O)(=O)CC5S4)c3)CC2)c1 (stereo not drawn)	-2	1	-24%	14%	-8%	-3%
26	Cc1ccccc1-c1oc(C)c(C)[n+]1[O-]	-4	-17	-6%	16%	12%	12%
27	O=C(CN1CCN(Cc2ccccc2)CC1)Nc1ccc(S(=O)(=O)N2CCOCC2)cc1	-3	-14	4%	-19%	-6%	5%
28	CCCN1CCN(CCCNC(=O)c2cc3c(=O)n(C)c4ccccc4c3n2C)CC1	-6	-12	-3%	x	3%	-19%
29	COc1ccc(/C=C/C(=O)OCC(=O)N(C)c2c(N)n(Cc3ccccc3)c(=O)[nH]c2=O)cc1OC	x	x	x	u	u	-7%
30	CC(=O)OCC1OC(n2ccc(=O)[nH]c2=O)C(O)C1O (stereo not drawn)	-6	-1	0%	0%	x	11%
31	CC(C)NC(=O)Cn1c(SCC(=O)N2CCc3ccccc3C2)nc2ccccc21	-1	-7	-11%	3%	u	4%
32	Cc1ccc(OCC(=O)N2CCN(S(=O)(=O)c3ccccc3)CC2)c([N+](=O)[O-])n1	-1	-17	1%	21%	2%	3%
33	Cc1ccccc1-c1nnc(SCc2ccccc2)o1	32*	84*	0%	130%[activator]	48%[activator]	-12%
34	CCn1nnc(NC(=O)c2ccc(-c3ccc(Cl)cc3)o2)n1	36*	35*	2%	1%	-9%	u
35	Cc1ccc2nc(Cl)c(C#N)cc2c1	14	67	0%	41%[activator]	-5%	11%
36	COc1ccc(-c2sc3ccccc3c2C#CCO)cc1	-1	12	-4%	40%[activator]	-21%	28µM*
37	CC1=CC(C)(C)Nc2ccc(OC(=O)CN3C(=O)C4CCCCC4C3=O)cc21 (stereo not drawn)	-1	52	-19%	10µM*	x	11µM*
38	CCCOc1ccc(-c2nnc(-c3cccs3)o2)cc1	51*	107*	7%	495%[activator]	u	1%
39	COC(=O)c1cc(OC)c(OC)cc1NC(=O)C(C)c1ccc([N+](=O)[O-])cc1 (stereo not drawn)	-5	-7	0%	-3%	19%	0%
40	O=c1c2ccccc2c(C=NCCc2ccccc2)c(O)n1Cc1ccccc1	-2	19	-5%	u	x	u
41	CC(CC(=O)N1CCN(S(=O)(=O)c2ccc([N+](=O)[O-])cc2)CC1)c1ccccc1 (stereo not drawn)	x	x	x	6%	u	u
42	O=c1c2c3n(c(=O)nc2[nH]n1-c1ccccc1)CCCCC3	-2	-7	-11%	11%	16%	-7%
43	O=C(COC(=O)c1cccc(S(=O)(=O)N2CCCC2)c1)Nc1ccccc1	9	22	0%	-17%	u	19%
44	O=C(Nc1ccc(N2CCOCC2)c(Cl)c1)c1c(F)c(F)c(F)c(F)c1F	-2	-4	-19%	-13%	10%	8.9µM*
45	Cc1ccc(-n2c(-c3ccco3)nc3nc4ccccc4nc32)cc1	-5	-17	2%	-8%	u	1%
46	COCCn1nnnc1C(c1ccccc1)N1CCN(C(=O)c2ccco2)CC1 (stereo not drawn)	5	-5	x	0%	-1%	12%
47	COc1ccc(CNC(=O)CCS(=O)(=O)c2cc3c(cc2Cl)NC(=O)CO3)cc1	8	-1	7%	3%	4%	3%
48	Cn1c2ccccc2c(=O)c2ccc(F)cc21	16*	18	-1%	-25%	u	-17%
49	N#Cc1ccc(NC(=O)c2cc(S(=O)(=O)N3CCOCC3)ccc2N2CCCC2)cc1	x	x	x	-20%	-4%	29%
50	CN(Cc1ccc(Cl)c(Cl)c1)C(=O)C1=CC=CN2CCS(=O)(=O)N=C12	x	x	x	9.3µM*	1.5µM*	u
51	CNC(=O)NC(=O)C(C)OC(=O)c1c(C)noc1C (stereo not drawn)	-2	1	5%	4%	x	13%
52	CC(C)CN(C(=O)COC(=O)c1ccc([N+](=O)[O-])o1)C1CCS(=O)(=O)C1 (stereo not drawn)	-5	-3	-19%	-21%	-19%	-9%
53	O=[N+]([O-])c1ccc(-n2cccc2/C=N/Nc2nc(N3CCCCC3)nc(N3CCCCC3)n2)cc1	5	-1	10%	84%	3%	x
54	CCOC(=O)Cc1csc(SCc2nc3ccccc3c(=O)[nH]2)n1	-3	-12	0%	-12%	-21%	19%
55	COC(=O)c1nnn(CC(=O)NC(=O)Nc2c(C)cccc2C)c1C(=O)OC	-5	-11	1%	-7%	u	25%
56	COC(=O)c1ccc(Cl)c(NC(=O)CN(c2ccccc2)S(=O)(=O)c2ccc(OC)cc2)c1	1	-33	-2%	u	u	u
57	Cc1cccc(N(C(=O)c2nsc(Cl)c2Cl)C(C(=O)NC2CCCC2)c2ccc(O)cc2)c1C (stereo not drawn)	7	5	-3%	7.4µM*	u	u
58	O=C(Nc1cccnc1)OC1CCCC1	22*	40	8%	60%[activator]	30%	1%
59	Cc1onc(-c2ccc(Cl)cc2)c1-c1ccnc(SCC(=O)Nc2cc(Cl)cc(Cl)c2)n1	1	5	-5%	u	u	16µM*
60	CCOC(=O)C1CCN(C(=O)C2(NC(=O)Nc3cccc(F)c3)CCCCC2)CC1	-1	-7	5%	-29%	-28%	-11%

Entries of single compounds as entered above. Order of values: Cycloheximide cs | Shiga inhibitor | FBPA Giardia inh | Pf growth 48h | Pf growth 96h | HCV inh
`CC(C)CN(C(=O)COC(=O)c1ccc([N+](=O)[O-])o1)C1CCS(=O)(=O)C1` (stereo not drawn) reads -5 | -3 | -19% | -21% | -19% | -9%
`Cc1onc(-c2ccc(Cl)cc2)c1-c1ccnc(SCC(=O)Nc2cc(Cl)cc(Cl)c2)n1` reads 1 | 5 | -5% | u | u | 16µM*
`COCCn1nnnc1C(c1ccccc1)N1CCN(C(=O)c2ccco2)CC1` (stereo not drawn) reads 5 | -5 | x | 0% | -1% | 12%
`COC(=O)c1ccc(Cl)c(NC(=O)CN(c2ccccc2)S(=O)(=O)c2ccc(OC)cc2)c1` reads 1 | -33 | -2% | u | u | u

Remaining list, next part:
No.	structure	Cycloheximide cs	Shiga inhibitor	FBPA Giardia inh	Pf growth 48h	Pf growth 96h	HCV inh
61	CN(Cc1ccccc1)C(=O)CN(c1ccc(F)cc1)S(=O)(=O)c1ccc2c(c1)OCCO2	4	1	1%	u	u	-7%
62	CCC(OCC(O)CN1CCN(CCN2C(=O)c3cccc4cccc(c34)C2=O)CC1)c1ccccc1 (stereo not drawn)	9	8	-23%	u	u	7.9µM*
63	COc1ccc(OC)c(CCNC(=O)CC2Oc3ccccc3NC2=O)c1 (stereo not drawn)	-5	-16	0%	x	-17%	-4%
64	CCOc1ccc(N(CC(=O)NCCc2ccc(F)cc2)S(=O)(=O)c2ccccc2)cc1	1	10	-5%	u	u	-29%
65	Cc1ccc(-n2c(SCC(=O)N3CCOCC3)nnc2-c2cccnc2)cc1C	-2	5	5%	0%	u	24%
66	COc1ccccc1CCNC(=O)c1cc(C2CC2)nc2c1cnn2C(C)C	x	x	x	u	10µM*	8.9µM*
67	COc1cc(SC)ccc1C(=O)N1CCCCCC1	-1	-5	1%	u	24%	-22%
68	Cc1cccc(NC(=O)c2ccc(NCCc3ccccc3)c([N+](=O)[O-])c2)c1	-2	-6	8%	-7%	-29%	-3%
69	O=C(COC(=O)c1cccc(O)c1)Nc1ccc(S(=O)(=O)N2CCOCC2)cc1	x	x	x	-5%	0%	19%
70	CCOC(=O)CC(NC(=O)Cc1cccs1)c1ccccc1Cl (stereo not drawn)	8	2	6%	-2%	3%	-1%
71	O=C(Nc1nnc(-c2ccccc2Cl)o1)c1ccc(S(=O)(=O)N2CCCCCC2)cc1	1	-1	u	u	6%	u
72	CCOc1ccc(N2C(=O)CC(SC(=NC)Nc3cccc(OC)c3)C2=O)cc1 (stereo not drawn)	0	-6	3%	-13%	u	19%
73	CCOc1ccc(NC(=O)CCn2cccc2)cc1	13	11	-2%	u	96%[activator]	12%
74	CN1Cc2ccccc2N(CC(=O)NCc2ccccc2)C1=O	0	16	0%	u	u	0%
75	COc1ccc(NC(=O)C(C)N2c3cccc4cccc(c34)S2(=O)=O)cc1 (stereo not drawn)	-3	7	-6%	x	1%	-10%
76	CCN(CC(=O)Nc1ccc(OC)cc1)C(=O)CSCC(=O)Nc1ccc(C)cc1	-1	-10	x	15%	25%	x
77	Cc1c(C)c(C)c(/C=[N+](/C)[O-])c(C)c1C	3	-1	3%	22%	3%	2%

Screening data (PubChem BioAssay)
